KB-V1 MDR tox – qHTS assay for MDR1-selective chemotherapeutics: Primary screen using the drug-selected MDR subline cells KB-V1; KB-V1 MDR cells viability, CellTiter-Glo, 72 h; Potency, µM (series often up to 46.1 µM), without a hit: top-dose activity change, negative = cytotoxicity, most hits filed as cytotoxic; 400,000 tested, 3.4% active; AID 1347076, 2019; also: potency is read from the fitted curve at half-maximal effect; % is scaled to controls: 0 for no effect and ±100 for the full control effect; nearly all actives have a fitted effect of over 60% in size
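Potencies derive from concentration-effect curves fitted to normalized luminescence (CellTiter-Glo) of KB-V1 cells treated for 72 h at 37 degrees C in phenol-red-free DMEM containing 10% FBS.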
GLP1R inv ag – qHTS of GLP-1 Receptor Inverse Agonists (Inhibition Mode). 410,000 tested, 1.6% active. Potency, µM (top dose mostly 38.3 µM), inactives show at the highest dose activity change, negative = inhibition, hits mostly inhibitors. Glucagon-like peptide 1 receptor (Homo sapiens), P43220. HEK293 GLP-1R CRE-luciferase, luminescence, 24 h; GLP-1R form is constitutively active; also: potency is read from the fitted curve at half-maximal effect; % is scaled to controls: 0 for no effect and ±100 for the full control effect; nearly all actives have a fitted effect of over 55% in size
Target sequence (P43220 whole entry, looked up): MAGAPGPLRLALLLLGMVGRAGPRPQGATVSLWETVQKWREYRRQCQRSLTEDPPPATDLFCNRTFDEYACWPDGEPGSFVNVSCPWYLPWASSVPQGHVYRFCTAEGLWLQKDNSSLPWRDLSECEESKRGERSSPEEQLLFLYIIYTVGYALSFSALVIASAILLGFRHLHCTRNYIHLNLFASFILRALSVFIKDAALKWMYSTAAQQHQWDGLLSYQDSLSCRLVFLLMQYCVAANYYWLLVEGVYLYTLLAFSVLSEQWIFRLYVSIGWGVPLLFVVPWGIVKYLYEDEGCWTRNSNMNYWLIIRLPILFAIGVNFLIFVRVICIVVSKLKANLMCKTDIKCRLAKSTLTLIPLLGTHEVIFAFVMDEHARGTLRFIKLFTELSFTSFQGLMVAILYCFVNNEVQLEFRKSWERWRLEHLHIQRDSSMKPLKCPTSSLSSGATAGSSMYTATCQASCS
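Seeding at 200 cells/uL, 12 h culture, 24 hr compound treatment, then luciferase reagent and a luminescence read; cells are HEK293 stably expressing a constitutively active GLP-1R plus cAMP-responsive luciferase.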
HEK293 tox – qHTS of GLP-1 Receptor Inverse Agonists: Cytotox Screen | HEK293 cAMP-luciferase reporter cells, luminescence, 24 h | Potency, µM (top dose mostly 38.3 µM), for inactives: top-dose activity change, negative = inhibition, most hits filed as inhibitors | 410,000 tested, 0.13% active | AID 624418, 2012;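 also: loss of luciferase light is scored as toxicity; potency is read from the fitted curve at half-maximal effect; % is scaled to controls: 0 for no effect and ±100 for the full control effect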
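Seeding density was 200 cells/uL; after overnight-length (12 h) culture, 23 nL compounds went on for 24 h at 37 °C. Readout used a luciferase detection reagent, luminescence taken after 12 min at room temperature.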
GLP1R ag – qHTS of GLP-1 Receptor Agonists | HEK293 GLP-1R CRE-luciferase, luminescence, 4-6 h; cells express a hypersensitive GLP-1R form | Potency, µM (titrated, usually from 45.6 µM), for the others: at the highest dose activation, actives largely listed as activators | 380,000 tested, 0.007% active | AID 624172, 2012; also: potency is read from the fitted curve at half-maximal effect; % of control where 0% means no effect
D3 antag – qHTS of D3 Dopamine Receptor Antagonist: qHTS. max response, negative = inhibition, %. D(3) dopamine receptor (Homo sapiens), P35462. 360,000 tested, 2.5% active. AID 652054, 2013. D3R cells, DiscoveRx beta-arrestin luminescence, antagonist mode; hits give low values; in the data active = max response below about -50%; inconclusive = no clear call, values can overlap the other calls; also: % is scaled to controls: 0 for no effect and ±100 for the full control effect; mostly tested at two doses, the higher about 12 µM
Target sequence (P35462 whole entry, looked up): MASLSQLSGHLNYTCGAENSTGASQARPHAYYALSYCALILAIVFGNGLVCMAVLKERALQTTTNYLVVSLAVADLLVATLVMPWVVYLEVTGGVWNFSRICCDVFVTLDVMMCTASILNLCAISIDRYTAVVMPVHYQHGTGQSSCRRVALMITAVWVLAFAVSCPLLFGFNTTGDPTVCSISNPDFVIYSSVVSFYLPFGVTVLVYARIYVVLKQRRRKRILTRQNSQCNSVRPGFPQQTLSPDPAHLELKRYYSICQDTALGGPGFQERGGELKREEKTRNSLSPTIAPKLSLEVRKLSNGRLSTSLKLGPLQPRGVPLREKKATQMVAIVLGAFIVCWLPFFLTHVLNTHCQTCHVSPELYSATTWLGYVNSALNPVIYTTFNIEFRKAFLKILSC
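Cells expressing the human receptor were seeded at 1500 cells/well, incubated overnight at 37 degrees C in 5% CO2, then exposed to library compounds with dopamine controls for 90 minutes at 37 degrees C before luminescent detection.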
TDP-43 yeast inh – qHTS of TDP-43 Inhibitors; TDP-43 expressing yeast growth rescue, BacTiter-Glo, 24 h; Potency, µM (highest dose often 46.1 µM), for inactives: at the highest dose growth rescue (activation), usual class: activators; 410,000 tested, 1.8% active; AID 652104, 2013; also: potency is read from the fitted curve at half-maximal effect; % of control where 0% means no effect; nearly all actives have a fitted effect of over 50% in size
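Galactose-induced TDP-43 yeast, OD600=0.02, compound pinned; 24 hr, 30 deg C; BacTiter-Glo luminescence for growth. Inhibitors of TDP-43 toxicity read as activators.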
D3 ag – qHTS of D3 Dopamine Receptor Agonist: qHTS. D3R DiscoveRx beta-arrestin cells, luminescence, 90 min. max activation, %. 410,000 tested, 0.58% active. AID 652048, 2013; in the data active = max activation above about 30%; also: 0% is about no effect; mostly tested at two doses, the higher about 12 µM
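Agonist-mode cell screen: cells plated at 1500/well and incubated overnight at 37 °C, then exposed to library compounds for 90 min at 37 °C. Detection reagent was added for 30–60 min at room temperature, and luminescence was read.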
PTHR1 agonist – qHTS for PTHR1 Agonists: Primary Screen; 410,000 tested, 0.075% active; Potency, µM (titrated, usually from 115 µM), for inactives: at the top dose activation, usual class: activators; HEK293 GP2 PTHR1 cells, GloSensor cAMP luminescence, 1 h; Parathyroid hormone/parathyroid hormone-related peptide receptor (Homo sapiens), Q03431; also: potency is read from the fitted curve at half-maximal effect; nearly all actives have a fitted effect of over 55% in size; some results filed as inactive show a strong effect at the top dose; inactives centre near -15; many of its hits are not listed in these tables
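HEK-293-derived GP2 cells expressing PTHR1 and a GloSensor cAMP reporter, 3,000/well, plated overnight, given luciferin plus IBMX (each 0.5 mM as added) for 1 h at 37 °C, then compound for 1 h at 37 °C. Luminescence was read after 15 min at room temperature.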
aSyn rescue – qHTS of alpha-syn Inhibitors; 370,000 tested, 0.14% active; Yeast expressing alpha-synuclein, growth rescue, BacTiter-Glo, 24 h; Potency, µM (highest dose often 46.1 µM), for inactives: top-dose growth rescue (activation), actives largely listed as activators; also: potency is read from the fitted curve at half-maximal effect; % of control where 0% means no effect; nearly all actives have a fitted effect of over 65% in size
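Rescue of yeast growth: cells expressing toxic alpha-synuclein, induced in galactose at OD600 0.02, incubated with compound 24 h at 30 C. ATP luminescence quantified growth; inhibitors of toxicity appear as activators.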
* hit, by the source's call; i = inactive; ? = inconclusive; · = no result given; & = joins results of further samples; [ ] = another dose, or the depositor's remark. Unless noted, calls follow the shape of the dose curve; as a rule, active = well fitted curve in the direction sought with a large enough effect; inconclusive = small, poorly fitted or top-dose-only effect, or another doubt; inactive = no such curve, though single readings can be large; an effect the other way counts as inactive or inconclusive.

SMILES	KB-V1 MDR tox	GLP1R inv ag	HEK293 tox	GLP1R ag	D3 antag	TDP-43 yeast inh	D3 ag	PTHR1 agonist	aSyn rescue
Cc1noc(C)c1COC(=O)C1CC(O)CN1S(=O)(=O)c1ccc(Cl)cc1 (stereo not drawn)	2.5%	-6.1%	-3.5%	2.1%	0.2	3.4%	4.5	-6.4%[57.5 µM]	0.8%
COc1ccc(-c2nnnn2C)cc1S(=O)(=O)Nc1ccc(C)cc1C	-1.8%	2.4%	-7.3%	10.7%	12.3	7.7%	5.3	i	0.6%
Cc1cc(NC(=O)CCN2C(=O)C3C4CCC(C4)C3C2=O)c(C)cc1Br (stereo not drawn)	14.6µM*	0.0%	1.9%	-5.3%	17.4	-18.6%	-9.0	-22.9%[57.5 µM]	1.3%
CCN(CC(=O)Nc1ccc(NC(C)=O)cc1)C(=O)c1ccc(=O)n(C)n1	0.0%	18.3%	-8.6%	0.2%	19.5	6.1%	4.4	i	-0.6%
O=c1oc2ccccc2c(N2CCCCC2)c1CN1CCCC1	23.1µM*	3.4%	-3.4%	7.8%	-21.4	-25.1%	-38.0	-23.2%[57.5 µM]	9.2%
Cc1ccc2c(c1)N(C(=O)N1CCC(C(=O)NCc3ccccc3C)CC1)CC(C)O2 (stereo not drawn)	-18.9%	12.1%	-11.3%	·	·	16.8%	-3.8	-16.9%	·
Cc1nn(S(=O)(=O)c2ccc(Cl)cc2)c(C)c1S(=O)(=O)N1CCCCCC1	25.6%	18.6%	-3.7%	0.0%	·	20.4%	7.5	i	·
O=C(Oc1cc(=O)n2ccccc2n1)c1ccccc1	0.0%	9.4%	11.2%	-4.3%	24.1	0.0%	7.4	i	8.6%
O=C(CSc1nnnn1-c1cccc(O)c1)NC1CC1	?	?	-9.7%	-1.2%	1.7	11.4%	4.6	i	1.4%
C=CCC[C@@H](Cc1ccc(F)cc1)C(=O)O[C@H](CNC(=O)[C@H](CC=C)CC(=O)N(CCO)Cc1ccccc1)c1ccccc1	?	?	8.5%	-5.3%	9.9	3.7%	-11.6	-56.7%[inhibitor]	-5.0%
COc1ccc(CNc2ccccn2)c(O)c1	23.6%	10.5%	0.8%	6.5%	15.4	-2.0%	-1.5	i	-7.8%
Cc1csc2c(NC3CCN(Cc4ccccc4)CC3)ncnc12	-16.2%	?	-24.5%	6.0%	-81.3*	-12.7%	-20.5	-5.5%	-5.3%
COc1ccc2c(=O)c(-c3ccccc3C)c(C)oc2c1	-18.1%	?	-1.1%	-1.0%	-12.2	7.9%	-4.3	-16.7%	-8.3%
COc1cccc2sc(N(Cc3cccnc3)C(=O)C3COc4ccccc4O3)nc12 (stereo not drawn)	20.0%	6.1%	14.4%	·	·	-1.5%	0.6	i	·
COc1cc(C(=O)Nn2cnnc2)ccc1OC(F)F	7.3%	4.7%	2.1%	-4.4%	1.1	-0.3%	-2.4	i	-9.5%
COc1ccc([C@H]2/C=C\CN(S(C)(=O)=O)[C@@H](C)C(=O)N2Cc2ccc(F)cc2)cc1	-7.1%	7.6%	0.2%	-4.6%	3.3	-2.3%	-16.4	-69.6%[inhibitor]	-0.4%
N#Cc1cccc(CN2CCC(=O)N([C@H](CO)c3ccccc3)CC2)c1	0.0%&-12.1%	2.6%	2.4%	0.1%	0.0	-10.1%	6.3	-0.7%	-7.2%
CCS(=O)(=O)c1nc(S(=O)(=O)c2ccc(Cl)cc2)c(NCc2ccccn2)s1	?	-15.7%	-3.9%	1.0%	-5.1	0.1%	5.9	i	3.7%
CCOC12CC(C)(C)CC(C)(CC3=C1C(=O)CC(C)(C)C3)C2 (stereo not drawn)	-9.6%	0.4%	4.4%	-1.7%	-3.9	-4.5%	-7.8	i	-2.8%
COc1ccc2ccccc2c1/C=N/NC(=O)c1cccc(Br)c1	-1.0%	?	-2.9%	27.0%	-7.2	3.5%	-5.5	i	-16.6%
Cc1ccc(N(CC(=O)N2CCN(c3cccc(C)c3C)CC2)S(=O)(=O)c2c(C)nn(C)c2C)cc1	-8.6%	?	4.1%	-4.8%	·	?	-2.3	-0.8%	·
O=C(CS(=O)(=O)c1ccccc1)Nc1nnc(-c2cccs2)o1	29.2%	1.9%	3.9%	-14.3%	-7.7	1.6%	-9.3	i	-1.3%
CCCCNC(=O)Cn1nc([N+](=O)[O-])c([N+](=O)[O-])c1C	-8.5%	-6.7%	0.6%	-13.7%	-6.3	-9.3%	4.0	8.2%	-6.9%
O=C(Nc1ccccc1)C1=C[C@H](c2ccc3c(c2)OCO3)C[C@H](OCCCCO)O1	-29.2%	9.7%	20.1%	16.9%	0.0	-9.9%	-8.5	-9.6%	-2.2%

Overlap with the part before: 2 compounds, then new ones.
SMILES	KB-V1 MDR tox	GLP1R inv ag	HEK293 tox	GLP1R ag	D3 antag	TDP-43 yeast inh	D3 ag	PTHR1 agonist	aSyn rescue
CCCCNC(=O)Cn1nc([N+](=O)[O-])c([N+](=O)[O-])c1C	-8.5%	-6.7%	0.6%	-13.7%	-6.3	-9.3%	4.0	8.2%	-6.9%
O=C(Nc1ccccc1)C1=C[C@H](c2ccc3c(c2)OCO3)C[C@H](OCCCCO)O1	-29.2%	9.7%	20.1%	16.9%	0.0	-9.9%	-8.5	-9.6%	-2.2%
O=C1CC[C@@H](CN(Cc2ccccc2)Cc2cn[nH]c2-c2cc3ccccc3o2)N1	-21.9%	?	-19.5%	15.6%	0.2	-5.8%[9.22 µM]	-1.7	-28.3%	2.9%
Cc1cc(NC(=O)Cn2nc(-c3ccccc3F)ccc2=O)ccc1-n1cnnn1	-10.5%	6.1%	-1.8%	-3.9%	2.7	-2.8%	-9.2	-9.6%[57.5 µM]	-4.8%
C[C@@H](CN1C2=NC[C@H](Cc3ccccc3)N2C[C@H]1Cc1ccc(O)cc1)NC(=O)CCC1CCCCC1	0.5%	?	-19.7%	-0.2%	-15.6	-3.8%	-28.3	6.0%	-8.5%
CCOc1ccc(CCNC(=O)c2ccc3ccccc3n2)cc1OCC	-27.2%	?	-13.0%	?	19.3	14.0%	9.4	i	4.8%
CCCOc1ccc(C(=O)NNC(=S)NC(=O)c2ccco2)cc1	-21.3%	?	-83.9%	7.3%	-21.9	6.31µM*	0.7	-43.8%[inhibitor]	-28.0%
COc1ccccc1-n1c(SCc2cc(=O)oc3cc(O)ccc23)nc2ccccc2c1=O	18.4µM*	0.0%	6.6%	0.7%	2.6	-9.4%	2.9	-56.5%[inhibitor]	-0.8%
COc1ccccc1CNC(=O)C1CCCC1	16.8%	1.4%	-18.1%	7.1%	2.5	-4.5%	24.0	i	-0.1%
Cc1ccc(CN2CC(=O)N3[C@H]4c5cc(C)ccc5OC[C@@H]4[C@H](c4ccccc4)[C@]3(C)C2=O)cc1	3.1%	?	-14.2%	5.6%	-7.5	0.0%	4.8	-38.9%[inhibitor]	-2.2%
O=C1[C@H]2[C@@H](/C=C/c3ccccc3)N3C(=O)CN(CCO)C(=O)[C@@]3(Cc3ccccc3)[C@H]2C(=O)N1c1ccccc1	?	10.3%	3.2%	5.3%	-1.4	-15.6%	-39.6	-14.0%	0.1%
O=c1c2ccccc2nc2n1C1(CCCCC1)Cc1ccccc1-2	6.6%	-15.6%	-6.0%	8.3%	-4.9	3.6%	-7.3	18.7%[57.5 µM]	0.9%
Cc1ccc(N(CC(=O)Nc2ccccc2-c2ccccc2)S(=O)(=O)c2ccccc2)c(C)c1	-18.7%	?	7.2%	-7.6%	?	4.3%	0.1	-10.9%	1.7%
CCCN(CC1CCCO1)C(=O)c1cc(COc2cccc(OC)c2)on1 (stereo not drawn)	?	-3.3%	0.8%	3.6%	-11.4	26.3%	-0.7	-32.0%[inhibitor]	0.6%
CC(=O)NC(CC(=O)Nc1cccc(S(=O)(=O)N2CCCCC2)c1)c1ccccc1 (stereo not drawn)	2.2%	9.6%	-10.0%	-7.3%	0.0	-3.4%	-8.1	-6.4%[57.5 µM]	2.5%
COCCNC(=O)/C(C#N)=C/c1ccccc1Br	-3.5%	16.1%	13.2%	3.4%	2.2	22.4µM*	4.2	-33.4%[inhibitor]	-3.1%
CCCc1ccc(OCc2ccc(C(=O)Nc3cccc(C)n3)o2)c(OC)c1	-28.2%	26.3%	4.7%	2.3%	47.4	10.5%	1.6	-77.3%[inhibitor]	-1.0%
O=C(CNC(=O)c1cccs1)N/N=C/c1ccc(Cl)cc1	-3.5%	-1.9%	9.4%	6.1%	2.9	9.7%	-6.7	i	0.6%
O=C(NCCN1CCCC1=O)C1CCC(=O)N(CCc2cccc(F)c2)C1 (stereo not drawn)	6.9%	28.0%	-5.3%	-9.9%	5.6	-6.2%	-1.2	-23.0%	-0.1%
CCOc1cc(-c2c(C#N)c(N)nc3c2CCCC3C)ccc1O (stereo not drawn)	18.4µM*	?	?	21.3%	11.8	15.0%	0.6	-19.2%	3.8%
CC(Oc1ccccc1)C(=O)Nc1nc(-c2ccncc2)cs1 (stereo not drawn)	0.0%	19.4%	15.9%	12.7%	3.5	10.7%	6.7	-22.3%	-4.0%

Screening results deposited in PubChem by National Center for Advancing Translational Sciences (NCATS).

This is a subset. The share of hits here may be higher or lower than overall.
